TROY NFkB inh: blocks TROY-dependent signaling in reporter cells; Q293 LMP1-TROYcd NF-kB luciferase reporter, 4 h; inhibition, % at 10 µM; 360,000 tested, 0.98% active;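 active means compounds whose plate-normalised and pattern-corrected inhibition of the luciferase reporter signal at the single screening dose is 50% or more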
CF NFkB block: cystic fibrosis NF-kB activation inhibition. 360,000 tested, 0.86% active. KKLEB NF-kB-GFP reporter, PAF-induced, GFP fluorescence overnight. inhibition, % at 5 µM;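 active means at least 50% inhibition at 5 µM, scaled per plate between neutral and stimulator controls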;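 further: PAF is a Pseudomonas aeruginosa culture filtrate used as stimulus; plate controls were PAF-stimulated DMSO wells for no effect and unstimulated DMSO wells for full effect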
NR5A2 inv ag: NR5A2 inverse agonism in reporter assay; O00482; HEK293T StAR-luciferase reporter, LRH-1 transfected, 24 h; inhibition, % at 3.6 µM; 360,000 tested, 0.13% active; AID 602396;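 active means inhibition above the mean inhibition of all tested compounds plus 3 SD, cut at about 73% in these data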;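 further: 0% = DMSO wells and 100% = reporter-only cells lacking LRH-1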
Target sequence (O00482 whole entry, looked up): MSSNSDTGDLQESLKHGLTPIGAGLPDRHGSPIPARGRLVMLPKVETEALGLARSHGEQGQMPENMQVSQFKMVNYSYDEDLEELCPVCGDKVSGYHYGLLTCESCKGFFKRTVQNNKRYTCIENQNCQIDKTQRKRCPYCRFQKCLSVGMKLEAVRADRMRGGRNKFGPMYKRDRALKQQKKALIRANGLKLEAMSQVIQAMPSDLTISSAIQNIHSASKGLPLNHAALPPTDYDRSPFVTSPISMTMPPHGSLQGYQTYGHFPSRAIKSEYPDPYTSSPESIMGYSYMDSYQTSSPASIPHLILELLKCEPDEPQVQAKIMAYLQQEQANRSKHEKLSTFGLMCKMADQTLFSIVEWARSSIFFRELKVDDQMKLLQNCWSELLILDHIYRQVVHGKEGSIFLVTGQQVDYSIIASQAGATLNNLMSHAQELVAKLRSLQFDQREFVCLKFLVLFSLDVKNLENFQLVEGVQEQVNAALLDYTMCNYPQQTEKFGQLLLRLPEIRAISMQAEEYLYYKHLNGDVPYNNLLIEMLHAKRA
SRC1 inh: human NCOA1 inhibition | 360,000 tested, 0.12% active | AID 588354 | inhibition, % at 3.6 µM | HEK293 GAL4-SRC1 luciferase reporter, luminescence;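 active means inhibition above the campaign mean plus 3 SD, with each screening campaign given its own cutoff, cut at about 60% in these data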;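 further: 0% = DMSO treated cells and 100% = gossypol at 36 µM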
COUP-TFII inh: blocks human COUP-TFII nuclear receptor; AID 686940; inhibition, % at 8.6 µM; 370,000 tested, 0.7% active; HEK293T NGFI-A luciferase reporter, luminescence; P24468;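 active means inhibition above a per-plate cutoff, mean inhibition of test wells between control levels plus 3 SD, cut at about 38% in these data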;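 further: cells cotransfected with COUP-TFII expression vector driving the NGFI-A reporter; 0% = median of COUP-TF2 test wells and 100% = reporter-only cells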
Target sequence (P24468 whole entry, looked up): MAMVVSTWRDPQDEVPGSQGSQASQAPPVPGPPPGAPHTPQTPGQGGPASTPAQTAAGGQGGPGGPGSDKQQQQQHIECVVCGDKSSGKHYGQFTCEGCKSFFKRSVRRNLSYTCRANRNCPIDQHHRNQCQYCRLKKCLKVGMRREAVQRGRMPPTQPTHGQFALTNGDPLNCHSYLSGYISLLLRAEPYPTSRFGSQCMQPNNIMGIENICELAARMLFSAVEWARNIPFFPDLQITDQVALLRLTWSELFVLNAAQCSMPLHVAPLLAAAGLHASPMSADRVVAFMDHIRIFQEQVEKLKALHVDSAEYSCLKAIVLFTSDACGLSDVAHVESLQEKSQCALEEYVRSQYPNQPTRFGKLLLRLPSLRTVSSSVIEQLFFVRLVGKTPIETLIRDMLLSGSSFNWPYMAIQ
KKLEB cytotox: reduces viability of KKLEB cystic fibrosis airway cells. 360,000 tested, 0.36% active. KKLEB CF airway cells viability, ATPlite luminescence, overnight; active compounds read low; cells stimulated with P. aeruginosa culture filtrate. activity change (cytotoxicity), % at 5 µM;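 active means corrected activity change at or below -50% at 5 µM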
EBV LMP1 NFkB: reduces LMP1-driven NF-kappaB luciferase signal | 350,000 tested, 0.69% active | AID 504558 | LMP1-induced NF-kappaB luciferase reporter cells, luminescence | inhibition, % at 12.5 µM; in the data active means inhibition above about 41%;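 further: 0% = neutral control wells and 100% = reference inhibitor control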
NCOA3 inh: inhibitors of human steroid receptor coactivator 3 (SRC3) | Q9Y6Q9 | HEK293 GAL4-SRC3 luciferase reporter, luminescence | inhibition, % at 3.6 µM | 360,000 tested, 0.17% active | AID 588352;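 active means inhibition above a per-campaign cutoff, the mean of all compounds plus 3 SD, cut at about 60% in these data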;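 further: 0% = DMSO-treated cells and 100% = gossypol-treated cells at 36 µM; higher means less SRC3-driven luciferase light from the GAL4 reporter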
NCOA2 inhibitor: inhibits human steroid receptor coactivator 2; Q15596; HEK293 GAL4-SRC2 luciferase reporter, luminescence; inhibition, % at 9 µM; 370,000 tested, 0.17% active; AID 651957;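 active means inhibition above the mean inhibition of all tested compounds plus 3 SD, set per campaign, cut at about 52% in these data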;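 further: 0% = DMSO treated cells and 100% = cells given Gossypol at 36 µM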
TWEAK-Fn14 inh: blocks TWEAK-Fn14 interaction in a reporter cell assay. 360,000 tested, 2% active. AID 1159606. TWEAK-stimulated Fn14 reporter cells, luciferase luminescence, 8 h. inhibition, % at 10 µM; in the data active means inhibition above about 50%
TRAIL sens C8: sensitizes caspase-8 expressing cells to TRAIL | inhibition (viability loss, TRAIL sensitization), % at 10 µM | 360,000 tested, 1% active | NB7+C8 cells + TRAIL, ATPlite viability luminescence;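 active means compounds causing at least 50% loss of cell viability in the single-dose screen, relative to plate controls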
* = called active by the depositor; . = no result given.

SMILES	TROY NFkB inh	CF NFkB block	NR5A2 inv ag	SRC1 inh	COUP-TFII inh	KKLEB cytotox	EBV LMP1 NFkB	NCOA3 inh	NCOA2 inhibitor	TWEAK-Fn14 inh	TRAIL sens C8
O=C(NCCCN1CCOCC1)c1cn(-c2ccccc2)nc1-c1cccs1	0	6	-3	1	23	4	-3	18	2	5	4
CC(C)(C)NC(=O)Cn1c(SCC(=O)NC2CCCCC2)nc2ccccc21	-19	1	0	-4	11	-12	-29	10	-6	14	2
Cc1nn(S(=O)(=O)c2cccs2)c(C)c1Sc1ccc([N+](=O)[O-])cc1	35	-4	6	-12	7	-17	10	17	9	50*	22
Cc1ccc(Cn2c(=S)[nH]c3ccc(N4CCOCC4)cc3c2=O)o1	-16	21	4	9	6	-16	-19	-12	-17	-17	6
Cc1cc(-c2nn(-c3ccccc3)cc2/C=C2\SC(N)=NC2=O)ccc1OC(C)C	-2	-14	-2	0	2	12	-37	14	-4	33	-7
CC(C)(C)NC(=O)COC(=O)c1cc(F)c(F)cc1Cl	-8	-6	19	-2	11	2	-4	22	3	-11	0
NS(=O)(=O)c1ccc(CCNC(=O)CSc2ccc([N+](=O)[O-])cc2)cc1	-14	1	7	-18	-2	-2	7	-3	-3	32	2
CCCOC(=O)c1ccc(NC(=O)C2CCCO2)cc1 (stereo not drawn)	-47	-7	-90	-78	-21	-19	-17	-81	-101	-16	6
CN(Cc1nnc(-c2ccc(F)cc2)o1)c1ccccc1	-41	-12	8	-6	-2	-10	-23	-19	-22	-27	-15
CC(C)(C)n1ncc2c(=O)n(Cc3ccc(Cl)c(Cl)c3)cnc21	-1	-21	0	3	-8	-3	-12	1	-1	-7	-17
COc1ccc(CN(CCCn2cnc3c(OC)ncnc32)CCCn2cnc3c(OC)ncnc32)cc1	-9	12	21	-11	-6	-10	-3	-15	1	-16	-9
COCCNC(=S)N/N=C/c1c(C)[nH]c2ccccc12	14	-12	2	2	-4	-8	7	10	1	-12	6
CC(NC(=O)Cc1ccc(S(=O)(=O)N2CCOCC2)s1)c1ccc(Br)cc1 (stereo not drawn)	6	3	-4	12	-14	-6	0	17	-9	1	8
O=C(CSc1nnc(COc2cccc3ccccc23)o1)N1c2ccccc2CCc2ccccc21	.	2	3	-30	4	-15	5	-9	7	32	5
O=C(Nc1ccc(Cl)c(C(F)(F)F)c1)[C@@H]1CC=C[C@@H]2CCN(Cc3ccccc3)C(=O)[C@@H]21	22	17	-5	-13	3	-5	0	-21	-4	18	0
O=C(c1ccncc1)N1CCN(S(=O)(=O)c2cccc(F)c2)CC1	9	13	-11	12	-7	4	1	19	6	-9	-11
CCCOc1ccc(N2C(=O)CC(N(CCCO)C(=O)CC)C2=O)cc1 (stereo not drawn)	0	8	-2	-9	2	0	5	-1	-13	-1	-3
CCOc1ccccc1NC(=O)COC(=O)C1CC1	-6	1	-2	0	-14	1	1	11	10	14	0
COc1ccc(/C=C/C(=O)NC(=S)Nc2ccccc2C(=O)NC2CCCCC2)cc1	-25	16	-6	14	12	-22	0	-3	-5	-41	-22
CCCCOc1ccc(C(=O)NCC(=O)NCC(c2ccc(F)cc2)N2CCOCC2)cc1 (stereo not drawn)	-16	9	-15	-7	15	16	5	-11	-4	3	-5

TWEAK-Fn14 inh, entries above that show a hit
Structure,CF NFkB block,NR5A2 inv ag,SRC1 inh,COUP-TFII inh,EBV LMP1 NFkB,NCOA3 inh,NCOA2 inhibitor,TWEAK-Fn14 inh
Cc1nn(S(=O)(=O)c2cccs2)c(C)c1Sc1ccc([N+](=O)[O-])cc1,-4,6,-12,7,10,17,9,50*

Compounds from the list above with a tert-butyl group (3):
SMILES	TROY NFkB inh	CF NFkB block	NR5A2 inv ag	SRC1 inh	COUP-TFII inh	KKLEB cytotox	EBV LMP1 NFkB	NCOA3 inh	NCOA2 inhibitor	TWEAK-Fn14 inh	TRAIL sens C8
CC(C)(C)NC(=O)Cn1c(SCC(=O)NC2CCCCC2)nc2ccccc21	-19	1	0	-4	11	-12	-29	10	-6	14	2
CC(C)(C)NC(=O)COC(=O)c1cc(F)c(F)cc1Cl	-8	-6	19	-2	11	2	-4	22	3	-11	0
CC(C)(C)n1ncc2c(=O)n(Cc3ccc(Cl)c(Cl)c3)cnc21	-1	-21	0	3	-8	-3	-12	1	-1	-7	-17

Continuation.
SMILES	TROY NFkB inh	CF NFkB block	NR5A2 inv ag	SRC1 inh	COUP-TFII inh	KKLEB cytotox	EBV LMP1 NFkB	NCOA3 inh	NCOA2 inhibitor	TWEAK-Fn14 inh	TRAIL sens C8
Cc1[nH]c2ccccc2c1/C=N/NC(=O)c1cc(C(C)C)[nH]n1	-21	7	-6	-8	3	-6	3	3	0	13	-12
Cc1ccc2[nH]c3c(c2c1)CCNC3=O	-11	8	-12	-9	-6	0	1	3	-38	0	-5
CCOC(=O)Cc1csc(NC(=O)/C=C/c2ccc(OC)cc2)n1	26	-8	-19	-15	4	-9	23	-17	-22	8	72*
CCc1ccc(NC(=S)Nc2cccc(OC)c2)cc1	-2	3	-33	-32	-14	3	-10	-48	-50	-17	12
Cc1cc(NS(=O)(=O)c2ccc(NC(NC(=O)C(C(F)(F)F)C(F)(F)F)(C(F)(F)F)C(F)(F)F)cc2)no1	2	12	-7	-3	.	0	5	3	.	-3	0
Cc1cnc(C(=O)Nc2ccccc2C(=O)N2CCOCC2)cn1	-8	1	-4	1	-8	5	-4	-8	-9	-1	2
COc1ccc(-c2nnc(SCC(=O)N3CCCC3=O)n2N)cc1OC	-4	21	12	7	-25	-6	-2	23	9	-13	13
CCCCn1c(N)c(N(CCOC)C(=O)CN(C)CC(=O)Nc2ccc(Cl)c(Cl)c2)c(=O)[nH]c1=O	0	10	12	7	5	1	9	19	7	5	-8
CN(Cc1ccccc1)C(=O)CN1CCN(S(=O)(=O)c2ccccc2F)CC1	6	-36	-4	11	-5	15	-3	-6	12	-5	9
CC(C)NS(=O)(=O)c1ccc2c(c1)NCC2	-2	12	-3	-3	-5	-1	-1	7	12	-7	6
COc1ccc(CN2C(=O)c3ccccc3C2C(=O)NCC2CCCO2)c(OC)c1 (stereo not drawn)	1	-7	2	-9	3	4	3	4	4	-1	21
Cc1ccc(NC(=O)C(C)NC(=O)OCc2ccccc2)cc1C (stereo not drawn)	2	-6	-4	11	-20	-5	-2	20	-1	14	-10
C/C(=N/Nc1ccccc1[N+](=O)[O-])c1ccc(C)c([N+](=O)[O-])c1	-12	-4	-1	2	16	-1	-35	3	-10	-4	-3
CN(N=O)c1ccc(C=C2C=Cc3ccccc32)cc1	1	-7	-120	-131	-51	-17	-16	-123	-60	22	18
COc1ccc(N2CCN(C(=O)c3oc4ccccc4c3C)CC2)cc1	13	25	7	9	4	-9	-4	-11	23	-3	8
CN(C)c1ccc(C(C(=O)NCC2CCCO2)N(Cc2ccco2)C(=O)c2snc(C(N)=O)c2N)cc1 (stereo not drawn)	7	12	-5	0	2	-11	3	6	-6	48	7
Cc1cccc(-n2cnc3cc(C(=O)NCC4CCCO4)ccc32)c1 (stereo not drawn)	3	23	-12	-10	-6	-27	15	2	-17	-14	3
CC[C@@H]1Cc2[nH]c(=O)[nH]c(=O)c2[C@H](c2ccc(Cl)cc2)O1	-11	.	2	.	-8	.	.	.	4	-14	-8
CCOC(=O)N1CCN(C(=O)c2ccc3nc(N4CCCCC4)sc3c2)CC1	-37	2	-17	-28	3	-7	-12	-17	0	-13	-10
Nc1nc(-c2ccccc2)c(-c2ccccc2)o1	7	-10	-4	-6	0	3	-11	8	0	2	0
CNC(=S)N(CCc1c(C)[nH]c2ccc(C)cc12)Cc1cccs1	18	-14	27	-13	-15	-5	-5	-8	-7	20	-6
CC(Oc1ccccc1)C(=O)Nc1oc(-c2ccco2)c(-c2ccco2)c1C#N (stereo not drawn)	14	-5	3	-7	29	1	-2	24	17	44	-4
N#Cc1ccc(S(=O)(=O)NC2CCN(Cc3ccccc3)CC2)cc1	3	0	29	10	-6	-4	5	3	-10	-15	8
Cc1ccc(NC(=O)COC(=O)CN2CCCCCC2=O)c(C)c1	-7	12	12	-6	3	-9	-2	29	-18	13	3
CC(C)c1ccc(NC(=O)C2CCCCC2C(=O)O)cc1 (stereo not drawn)	0	12	9	-23	-20	-5	-3	-17	-20	4	-12
Cc1cccnc1NC(=O)c1cccc(S(=O)(=O)N2CCN(c3ccc(F)cc3)CC2)c1	-2	-12	1	-12	14	4	7	7	6	14	9
O=[N+]([O-])c1ccc(F)c(N=Cc2ccc(Br)s2)c1	-12	-10	9	1	-17	0	-7	6	5	-5	1
COc1ccc(NC(=O)C2Cc3c(-c4ccncc4)ccnc3O2)cc1OC (stereo not drawn)	-2	-20	-4	-1	4	2	.	-5	11	25	-29
COc1ccc(NC(=O)CN2C(=O)NC(CC(C)C)C2=O)cc1S(=O)(=O)N1CCOCC1 (stereo not drawn)	-1	-24	0	7	0	15	32	1	-21	4	-3
Nc1[nH]c(C(=O)c2ccccc2)c(-c2ccc(Cl)cc2Cl)c1C(=O)c1ccc(Cl)c(Cl)c1	-16	.	0	.	6	.	.	.	-8	21	-5
Cc1ccccc1C(=O)N=c1sccn1C	-24	-9	-1	-38	-11	-31	5	3	-4	-6	-10
COc1ccccc1CNC(=O)c1cc(-c2ccccc2)nn1CC1CC(c2cccnc2)=NO1 (stereo not drawn)	-2	-1	17	2	11	-9	0	3	17	-7	-1
C/C=C/C(=O)OCC(=O)Nc1ccc(SC(F)F)cc1	-44	11	-12	-1	-18	-10	-4	11	-11	-23	2

Full records, looked up by structure. Values in the order: TROY NFkB inh | CF NFkB block | NR5A2 inv ag | SRC1 inh | COUP-TFII inh | KKLEB cytotox | EBV LMP1 NFkB | NCOA3 inh | NCOA2 inhibitor | TWEAK-Fn14 inh | TRAIL sens C8
`N#Cc1ccc(S(=O)(=O)NC2CCN(Cc3ccccc3)CC2)cc1` reads 3 | 0 | 29 | 10 | -6 | -4 | 5 | 3 | -10 | -15 | 8
`COc1ccc(NC(=O)C2Cc3c(-c4ccncc4)ccnc3O2)cc1OC` (stereo not drawn) reads -2 | -20 | -4 | -1 | 4 | 2 | . | -5 | 11 | 25 | -29

Not a hit list (roughly 4.2% active in at least one column).
